RBBP9 inhibitor: human RBBP9 inhibitors, primary screen, biochemical, fluorescence polarization, FP-Rh probe, HTS. Serine hydrolase RBBP9 (Homo sapiens), O75884. recombinant RBBP9. inhibition, % at 7.94 µM. 0.2% of 220,000 active;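 active = inhibition above the campaign mean of all tested compounds plus 3 SD, cut at about 14% in these data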;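 also: plate controls were DMSO wells with RBBP9 for no effect and wells lacking RBBP9 protein for full effect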
Target sequence (O75884 whole entry, looked up): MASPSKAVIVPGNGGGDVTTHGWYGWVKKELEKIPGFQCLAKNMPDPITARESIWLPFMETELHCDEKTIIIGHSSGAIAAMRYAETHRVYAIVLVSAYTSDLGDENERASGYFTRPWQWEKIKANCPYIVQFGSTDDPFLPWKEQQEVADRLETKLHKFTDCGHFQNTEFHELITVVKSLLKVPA
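Controls: DMSO-treated enzyme wells and wells lacking RBBP9 | Material: RBBP9 protein | Technique: Fluorescence polarization | Replication: Single well per compound, no replicates | Buffer or medium: Tris-NaCl-Pluronic buffer, pH 8.0 | Timing: 30 min compound preincubation, 45 min probe labeling, 25 °C | Read-out basis: Percent inhibition from mP, scaled between DMSO and no-protein wells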
BaF3 parental: parental Ba/F3 cell viability inhibition, counter-screen for JAK2V617F inhibitor project, murine pro-B, CellTiter-Glo luminescence; CellTiter-Glo ATP luminescence; inhibition, % at 5.6 µM; 1.1% of 220,000 active;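 active = inhibition above a per-campaign cutoff, the mean inhibition of all tested compounds plus 3 SD, cut at about 27% in these data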;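 also: 0% = DMSO wells and 100% = JAK Inhibitor I control wells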
Ba/F3 V617F tox: reduced viability of JAK2V617F-dependent Ba/F3 cells, primary screen, JAK2V617F inhibitor project, cell-based, Ba/F3 EpoR-JAK2V617F, luminescence; ATP luminescence; inhibition, % at 5.6 µM; 1.1% of 220,000 active; AID 1446, 2008;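 active = inhibition above the campaign mean plus 3 SD over all tested compounds, cut at about 24% in these data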;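 also: cytokine-independent growth of Ba/F3 cells driven by EpoR plus mutant JAK2; 0% = DMSO-treated cells and 100% = JAK inhibitor I control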
TRPN1 ag: zebrafish TRPN1 channel agonists, primary screen, cell-based, HEK293, calcium fluorescence | transient receptor potential cation channel N1 (TRPN1/NompC), Danio rerio | HEK293 zebrafish TRPN1-YFP, Fluo-8 calcium fluorescence; 100% = response to 87 µM carbachol | 0.18% of 220,000 active | AID 1424, 2008 | activation, % at 3 µM;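 active = activation above its plate's cutoff, the mean activation of test wells on that plate plus 3 SD, cut at about 19% in these data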;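 also: 0% = DMSO alone and 100% = 87 µM carbachol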
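Control set: carbachol 87 µM as high control, DMSO as low control; system: HEK293 stable line with zebrafish TRPN1-YFP; read-out: % activation versus carbachol response; detection: intracellular calcium fluorescence with Fluo-8; doses: single test compound dose, 3 µM nominal, 0.3% DMSO; schedule: dye 1 h 37 °C plus 30 min RT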
CHOP inhibitor: inhibitors of CHOP promoter induction, primary screen, cell-based, unfolded protein response, luciferase reporter | CHO-K1 CHOP-promoter luciferase, tunicamycin-induced, 15-18 h | inhibition, % at 10 µM | 3.8% of 220,000 active | AID 2732, 2010;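 active = compounds that reduced the stress-induced luciferase reporter signal by more than about 70% of percent inhibition, limit read from the data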;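 also: 0% = tunicamycin plus vehicle and 100% = wells without tunicamycin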
TRPML3 agonist: human TRPML3 channel agonists, primary screen, cell-based, HEK293 TRPML3-YFP, Fluo-8 calcium fluorescence, 3 µM; Mucolipin-3 (Homo sapiens), Q8TDD5; 0.29% of 220,000 active; AID 1448, 2008; activation, % at 3 µM; 100% = the carbachol control signal;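 active = activation above its plate's cutoff, the mean activation of the plate's test wells plus 3 SD, cut at about 12% in these data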;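 also: 0% = DMSO only wells and 100% = carbachol wells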
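Material: HEK293 cells stably carrying human TRPML3-YFP; compound dosing: single dose, 3 µM final nominal compound, 0.3% DMSO final; incubation: 1-h 37 °C dye load, 5-s basal, 120-s post-compound reads; technique: Fluo-8 intracellular calcium fluorescence, excitation 470-495 nm, emission 515-575 nm; read-out basis: percent activation from peak-to-basal fluorescence ratio, scaled between DMSO and carbachol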
TNF necrop inh: inhibitors of TNF-alpha triggered necroptosis, primary screen, cell-based, Jurkat FADD-/-, single concentration; AID 463075, 2010; activation (protection from cell death), % at 10 µM; Jurkat FADD-/- TNF necroptosis rescue, ATP luminescence, 24 h; 0 = TNF only, 100 = no-TNF cells; 0.068% of 220,000 active;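 active = activation, meaning protection from cell death, of at least 50% relative to plate controls; inactive = activation below 50%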;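 also: necroptosis triggered by 40 ng/mL TNF-alpha added together with compound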
Wee1 stabilizer: Wee1 degradation inhibitors, primary screen, cell-based, HeLa, Wee1K328M-luciferase, luminescence; Wee1-like protein kinase (Homo sapiens), P30291; HeLa Luc-Wee1K328M stability; 100% = proteasome inhibitor MG132 effect; reporter increase, % at 5 µM; 1.2% of 220,000 active; AID 1321, 2008;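 active = activation above the mean of all tested compounds plus 3 SD, set per screening run, cut at about 8.8% in these data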;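 also: cells exposed to compound for 20 h before luminescence read; 0% = DMSO alone and 100% = MG132 at 30 µM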
Target sequence (P30291 whole entry K328M): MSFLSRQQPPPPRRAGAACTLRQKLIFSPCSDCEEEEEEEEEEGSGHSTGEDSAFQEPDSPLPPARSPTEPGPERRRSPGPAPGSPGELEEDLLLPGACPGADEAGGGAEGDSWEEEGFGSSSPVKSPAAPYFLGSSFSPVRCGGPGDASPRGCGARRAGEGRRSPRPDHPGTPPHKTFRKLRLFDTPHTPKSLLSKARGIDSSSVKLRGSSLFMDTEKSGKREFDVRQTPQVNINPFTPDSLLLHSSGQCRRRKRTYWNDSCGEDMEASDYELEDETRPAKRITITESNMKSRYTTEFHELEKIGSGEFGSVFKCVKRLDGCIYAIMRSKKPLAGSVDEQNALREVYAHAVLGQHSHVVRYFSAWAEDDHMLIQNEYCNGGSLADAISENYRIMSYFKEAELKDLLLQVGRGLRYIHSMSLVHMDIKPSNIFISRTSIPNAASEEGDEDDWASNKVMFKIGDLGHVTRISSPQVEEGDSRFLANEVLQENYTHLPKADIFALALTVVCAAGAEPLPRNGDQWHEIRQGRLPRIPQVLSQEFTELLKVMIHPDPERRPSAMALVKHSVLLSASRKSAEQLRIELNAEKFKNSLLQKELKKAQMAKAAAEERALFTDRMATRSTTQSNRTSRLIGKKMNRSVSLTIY
PPC-1+TRAIL kill: compounds killing PPC-1 cancer cells with TRAIL present, primary screen, TRAIL potentiator project, ATPLite luminescence, uHTS. PPC-1 cells + TRAIL, ATPLite viability luminescence. cell killing (% activity), % at 4 µM. 0.41% of 220,000 active. AID 1443, 2008;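 active = cell killing above 50% in the first pass at 4 µM, then a duplicate retest at 5 µM averaging 50% or more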;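 also: plate controls were cells with TRAIL plus DMSO for no effect and medium-only wells lacking cells for full effect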
Starred values were filed as active, the others as inactive.

COCCNC(=O)CN(Cc1ccc(Cl)cc1)S(C)(=O)=O was read as RBBP9 inhibitor -10.0, BaF3 parental 3.2, Ba/F3 V617F tox 1.6, TRPN1 ag 1.1, CHOP inhibitor 7.4, TRPML3 agonist 1.0, TNF necrop inh -0.5, Wee1 stabilizer 1.9 and PPC-1+TRAIL kill -5.2.
COc1cc(/C(C#N)=C/c2cccc3ccccc23)c([N+](=O)[O-])cc1OC was read as RBBP9 inhibitor -3.8, BaF3 parental 2.9, Ba/F3 V617F tox 1.4, TRPN1 ag -0.3, CHOP inhibitor 12.3, TRPML3 agonist 0.2, TNF necrop inh -2.7, Wee1 stabilizer 4.5 and PPC-1+TRAIL kill -13.2.
Screening CCSc1nnc(N2C(=O)CC(c3ccsc3)C3=C2CC(C)(C)CC3=O)s1 (configuration not stated) returned RBBP9 inhibitor 0.7, BaF3 parental 4.7, Ba/F3 V617F tox 1.4, TRPN1 ag 0.2, CHOP inhibitor 5.7, TRPML3 agonist -0.8, TNF necrop inh 1.7, Wee1 stabilizer -1.0 and PPC-1+TRAIL kill 13.1.
`O=C(NCCC1=CCCCC1)C1CCN(C(=O)c2ccc(Br)cc2)CC1` gave RBBP9 inhibitor -5.7, BaF3 parental 3.8, Ba/F3 V617F tox -2.8, TRPN1 ag -1.3, CHOP inhibitor 7.7, TRPML3 agonist 0.0, TNF necrop inh 1.1, Wee1 stabilizer -1.0 and PPC-1+TRAIL kill 4.5.
Cc1ccc(C)c(SCC(=O)NC(=O)NCc2ccccc2)c1 was read as RBBP9 inhibitor -7.0, BaF3 parental 4.2, Ba/F3 V617F tox 0.3, TRPN1 ag -1.6, CHOP inhibitor 26.2, TRPML3 agonist -1.6, TNF necrop inh 3.5, Wee1 stabilizer 2.2 and PPC-1+TRAIL kill -6.2.
For Cc1nn(-c2ccccc2)c(N)c1N=Nc1ccccc1 the results were RBBP9 inhibitor -6.5, BaF3 parental 6.5, Ba/F3 V617F tox 1.9, TRPN1 ag -1.6, CHOP inhibitor 7.3, TRPML3 agonist -0.5, TNF necrop inh -5.2, Wee1 stabilizer 2.5 and PPC-1+TRAIL kill 11.4.
For COc1ccccc1CN(Cc1nc2ccccc2c(=O)[nH]1)C(=O)Nc1cccc(C)c1 the results were RBBP9 inhibitor 8.5, BaF3 parental 1.2, Ba/F3 V617F tox -6.4, TRPN1 ag -0.2, CHOP inhibitor 47.5, TRPML3 agonist 0.0, TNF necrop inh -0.6, Wee1 stabilizer 2.9 and PPC-1+TRAIL kill 13.7.
For COc1cc(OC)c2c(-c3ccccc3)cc(=O)oc2c1 the results were RBBP9 inhibitor -1.9, BaF3 parental 1.3, Ba/F3 V617F tox 1.8, TRPN1 ag -1.5, CHOP inhibitor 55.2, TRPML3 agonist -0.1, TNF necrop inh -0.7, Wee1 stabilizer 1.9 and PPC-1+TRAIL kill 2.3.
`O=C(O)c1cc(S(=O)(=O)N2CCCC2)ccc1Br` gave RBBP9 inhibitor -0.7, BaF3 parental 6.8, Ba/F3 V617F tox 1.5, TRPN1 ag 0.3, CHOP inhibitor 11.6, TRPML3 agonist 0.6, TNF necrop inh -0.1, Wee1 stabilizer -1.3 and PPC-1+TRAIL kill 13.5.
For CCC(=O)Nc1ccc(NC(=O)c2ccccc2)nc1 the results were RBBP9 inhibitor -6.5, BaF3 parental 4.8, Ba/F3 V617F tox -0.3, TRPN1 ag 2.1, CHOP inhibitor -9.8, TRPML3 agonist 0.8, TNF necrop inh -0.5, Wee1 stabilizer 1.6 and PPC-1+TRAIL kill 29.5.
`Cc1sc2ncnc(NCc3ccccc3)c2c1C` gave RBBP9 inhibitor -0.5, BaF3 parental 35.0*, Ba/F3 V617F tox 12.7, TRPN1 ag 4.8, CHOP inhibitor 34.5, TRPML3 agonist 2.1, TNF necrop inh -4.1, Wee1 stabilizer 0.1 and PPC-1+TRAIL kill 25.4.
For COc1ccc(-c2cn(-c3cccc(C)c3)c(=O)[nH]2)cc1OC the results were RBBP9 inhibitor -2.6, BaF3 parental 3.2, Ba/F3 V617F tox 4.2, TRPN1 ag 1.7, CHOP inhibitor -8.7, TRPML3 agonist 0.9, TNF necrop inh -0.7, Wee1 stabilizer -0.9 and PPC-1+TRAIL kill -11.2.
`Clc1ccc2oc3c(Cl)ncnc3c2c1` gave RBBP9 inhibitor -6.8, BaF3 parental 6.5, Ba/F3 V617F tox -2.1, TRPN1 ag 0.5, CHOP inhibitor -108.0, TRPML3 agonist 1.1, TNF necrop inh -7.1, Wee1 stabilizer 3.1 and PPC-1+TRAIL kill 18.3.
`C/C(=N\Nc1ccc([N+](=O)[O-])cc1)c1ccc(C#N)cc1` gave RBBP9 inhibitor -5.4, BaF3 parental 2.3, Ba/F3 V617F tox -1.7, TRPN1 ag 0.0, CHOP inhibitor -12.8, TRPML3 agonist 1.9, TNF necrop inh 1.0, Wee1 stabilizer -0.6 and PPC-1+TRAIL kill -2.0.
For COc1ccc(-n2nnnc2SCc2nc3ccccc3s2)cc1 the results were RBBP9 inhibitor -2.0, BaF3 parental -1.1, Ba/F3 V617F tox -0.3, TRPN1 ag -1.0, CHOP inhibitor 82.1*, TRPML3 agonist 1.8, TNF necrop inh 1.7, Wee1 stabilizer 1.9 and PPC-1+TRAIL kill 15.6.
`COC(=O)c1[nH]c2cccc(OC)c2c1NC(=O)CCN1CCC(C(N)=O)CC1` gave RBBP9 inhibitor -10.2, BaF3 parental -2.8, Ba/F3 V617F tox -5.1, TRPN1 ag 0.2, CHOP inhibitor 6.2, TRPML3 agonist 0.9, TNF necrop inh 0.7, Wee1 stabilizer 0.0 and PPC-1+TRAIL kill 17.7.
Screening COC(=O)c1ccc(NC(=O)c2cccc(C)c2[N+](=O)[O-])cc1 returned RBBP9 inhibitor -8.8, BaF3 parental 3.6, Ba/F3 V617F tox -0.3, TRPN1 ag 0.5, CHOP inhibitor 3.7, TRPML3 agonist 0.0, TNF necrop inh 3.7, Wee1 stabilizer 3.2 and PPC-1+TRAIL kill 5.7.
`CCC(=O)Nc1cc(C(=O)O)ccc1Sc1ccc(Cl)cc1` gave RBBP9 inhibitor -7.2, BaF3 parental 2.4, Ba/F3 V617F tox 0.5, TRPN1 ag -0.7, CHOP inhibitor -6.3, TRPML3 agonist 0.2, TNF necrop inh -0.3, Wee1 stabilizer 2.1 and PPC-1+TRAIL kill 10.7.
Cn1c(Cn2cnc([N+](=O)[O-])n2)nnc1SCC(=O)Nc1ccccc1 was read as RBBP9 inhibitor -10.0, BaF3 parental 5.8, Ba/F3 V617F tox 1.4, TRPN1 ag 2.4, CHOP inhibitor 12.6, TRPML3 agonist 0.4, TNF necrop inh 1.7, Wee1 stabilizer 6.8 and PPC-1+TRAIL kill 32.0.
COc1ccc(OC)c(CNC(=O)C2CCN(S(C)(=O)=O)CC2)c1 was read as RBBP9 inhibitor -6.0, BaF3 parental 5.5, Ba/F3 V617F tox 0.5, TRPN1 ag 0.0, CHOP inhibitor -10.8, TRPML3 agonist 0.9, TNF necrop inh 2.6, Wee1 stabilizer -5.0 and PPC-1+TRAIL kill 11.4.
`COc1cccc(C(=O)OCCN2C(=O)c3ccccc3C2=O)c1OC` gave RBBP9 inhibitor -8.0, BaF3 parental 2.0, Ba/F3 V617F tox 2.4, TRPN1 ag 1.3, CHOP inhibitor 10.6, TRPML3 agonist -0.2, TNF necrop inh -2.6, Wee1 stabilizer -3.8 and PPC-1+TRAIL kill 9.9.
O=C1N/C(=N\N=C\c2cccs2)SC1Cc1ccc(Cl)cc1 (configuration not stated) was read as RBBP9 inhibitor -5.3, BaF3 parental 3.3, Ba/F3 V617F tox -1.4, TRPN1 ag -0.3, CHOP inhibitor 63.8, TRPML3 agonist 0.6, TNF necrop inh 1.9, Wee1 stabilizer 1.2 and PPC-1+TRAIL kill 3.5.
Screening Cc1cc(C)cc(N(C(=O)c2csnn2)C(C(=O)NC(C)(C)C)c2cccnc2)c1 (configuration not stated) returned RBBP9 inhibitor -6.7, BaF3 parental 5.3, Ba/F3 V617F tox -1.3, TRPN1 ag -0.6, CHOP inhibitor -4.7, TRPML3 agonist 0.8, TNF necrop inh 0.0, Wee1 stabilizer 1.0 and PPC-1+TRAIL kill 15.2.
C/C(=N\NC(=O)Cc1cc(=O)[nH][nH]1)c1cccc([N+](=O)[O-])c1 was read as RBBP9 inhibitor -4.2, BaF3 parental 0.6, Ba/F3 V617F tox -6.2, TRPN1 ag 0.9, CHOP inhibitor -8.9, TRPML3 agonist 0.2, TNF necrop inh 1.5, Wee1 stabilizer -1.4 and PPC-1+TRAIL kill 10.2.
`O=C(Nc1cccc(F)c1)NC1CCN(Cc2ccccc2)CC1` gave RBBP9 inhibitor 7.0, BaF3 parental 1.4, Ba/F3 V617F tox 0.6, TRPN1 ag 1.9, CHOP inhibitor -1.5, TRPML3 agonist 1.7, TNF necrop inh 4.5, Wee1 stabilizer -2.1 and PPC-1+TRAIL kill 11.9.
`O=C1OC(C(=O)Nc2ccccc2)Cc2ccccc21` (configuration not stated) gave RBBP9 inhibitor -6.2, BaF3 parental 3.1, Ba/F3 V617F tox -0.7, TRPN1 ag 2.3, CHOP inhibitor -5.7, TRPML3 agonist 0.4, TNF necrop inh 2.3, Wee1 stabilizer 3.0 and PPC-1+TRAIL kill 1.4.
`COc1ccc(-c2nc(CS(=O)CC(=O)NCCCN3CC(C)CC(C)C3)c(C)o2)cc1OC` (configuration not stated) gave RBBP9 inhibitor -4.3, BaF3 parental 1.9, Ba/F3 V617F tox -0.2, TRPN1 ag -0.9, CHOP inhibitor -19.9, TRPML3 agonist -0.3, TNF necrop inh -0.4, Wee1 stabilizer 7.0 and PPC-1+TRAIL kill 10.6.
For Cc1occc1-c1nnc(SCC(N)=O)n1Cc1ccccc1 the results were RBBP9 inhibitor -6.5, BaF3 parental 0.2, Ba/F3 V617F tox -3.4, TRPN1 ag 0.0, CHOP inhibitor 4.4, TRPML3 agonist 0.4, TNF necrop inh 2.7, Wee1 stabilizer 2.6 and PPC-1+TRAIL kill 1.7.
